Source: PubChem BioAssay
MITF primary: MITF inhibitors, primary screen, biochemical, AlphaScreen, human. Microphthalmia-associated transcription factor (Homo sapiens), O75030. AlphaScreen MITF homodimerization, bead proximity signal. inhibition, % at 2.6 µM. 0.91% of 650,000 active. AID 1259374, 2018; in the data active means inhibition above about 50%;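 further: 0% = vehicle wells with protein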
Target sequence (O75030 whole entry, looked up): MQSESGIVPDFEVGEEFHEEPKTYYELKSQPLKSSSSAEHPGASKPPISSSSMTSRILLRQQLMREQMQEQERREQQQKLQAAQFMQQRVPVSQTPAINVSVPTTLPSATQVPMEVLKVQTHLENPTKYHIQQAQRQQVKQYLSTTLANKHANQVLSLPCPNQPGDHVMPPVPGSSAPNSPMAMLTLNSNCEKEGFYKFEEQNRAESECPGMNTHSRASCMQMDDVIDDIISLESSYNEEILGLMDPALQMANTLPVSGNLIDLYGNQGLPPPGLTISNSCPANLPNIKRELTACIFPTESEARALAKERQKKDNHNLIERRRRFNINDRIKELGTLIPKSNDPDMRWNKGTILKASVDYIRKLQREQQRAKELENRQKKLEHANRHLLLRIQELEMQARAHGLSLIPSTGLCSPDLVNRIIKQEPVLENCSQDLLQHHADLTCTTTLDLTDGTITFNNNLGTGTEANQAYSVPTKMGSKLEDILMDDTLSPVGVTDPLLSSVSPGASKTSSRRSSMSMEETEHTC
FBW7 activator: FBW7 E3 ligase activators, primary screen, biochemical, AlphaScreen, human; F-box/WD repeat-containing protein 7 (Homo sapiens), Q969H0; AlphaScreen FBW7–phospho-cyclin E peptide binding, activator screen; normalized activity (activation), % at 26.1 µM; 0.13% of 650,000 active; AID 1259310, 2017; in the data active means normalized activity above about 1.9%;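 further: purified mutant Fbw7 with reduced substrate affinity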
TEAD-YAP block: TEAD-YAP interaction inhibition, primary screen, TEAD-YAP interaction inhibitor project, luminescence, HEK-TIYL cells. 1.4% of 640,000 active. inhibition, % at 9.12 µM. TEAD-Gal4/YAP UAS-luciferase luminescence; in the data active means inhibition above about 32%;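 further: 0% = median of test compound wells and 100% = reference inhibitor wells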
GPR151 activ: activators of human GPR151, primary screen, cell-based, PathHunter beta-arrestin, luminescence | PathHunter beta-arrestin GPR151 cells | activation, % at 11.2 µM | 1% of 650,000 active | AID 1508602, 2020; in the data active means activation above about 4.9%;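 further: 0% = median of compound wells and 100% = cells with positive control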
Target sequence (Q8TDV0 whole entry, looked up): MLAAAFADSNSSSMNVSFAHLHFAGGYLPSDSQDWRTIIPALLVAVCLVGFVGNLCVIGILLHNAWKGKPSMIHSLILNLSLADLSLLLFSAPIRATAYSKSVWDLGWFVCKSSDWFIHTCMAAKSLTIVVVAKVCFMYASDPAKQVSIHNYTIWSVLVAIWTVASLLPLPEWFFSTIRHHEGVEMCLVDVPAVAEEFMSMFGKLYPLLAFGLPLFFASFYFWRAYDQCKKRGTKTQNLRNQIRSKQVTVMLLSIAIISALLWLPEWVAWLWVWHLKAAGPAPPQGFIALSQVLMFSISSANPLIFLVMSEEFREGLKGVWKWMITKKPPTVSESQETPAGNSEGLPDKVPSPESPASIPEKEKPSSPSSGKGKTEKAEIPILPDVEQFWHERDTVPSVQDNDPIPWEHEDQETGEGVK
Starred values were filed as active, the others as inactive.

A first look, 3 compounds:
SMILES	MITF primary	FBW7 activator	TEAD-YAP block	GPR151 activ
COC(=O)CSc1nnc(CSc2ncccn2)n1-c1ccc(F)cc1	13.4	0.1	3.7	1.4
Cc1nc(C)c2c(c1C(F)(F)F)-c1ccccc1C2(F)F	-4.7	0.2	0.5	0.1
CN(CCc1ccccn1)C1CCCN(C(=O)NC2CCCCC2)C1 (centres undefined)	-5.6	0.4	-0.2	2.0

The listing, from the first entry:
SMILES	MITF primary	FBW7 activator	TEAD-YAP block	GPR151 activ
COC(=O)CSc1nnc(CSc2ncccn2)n1-c1ccc(F)cc1	13.4	0.1	3.7	1.4
Cc1nc(C)c2c(c1C(F)(F)F)-c1ccccc1C2(F)F	-4.7	0.2	0.5	0.1
CN(CCc1ccccn1)C1CCCN(C(=O)NC2CCCCC2)C1 (centres undefined)	-5.6	0.4	-0.2	2.0
Cc1nc2ccc(S(=O)(=O)NCC(=O)O)cc2s1	-3.9	0.0	1.0	0.3
Cc1ccc(C(=O)c2sc3nc(C)c4c(c3c2N)CCCC4)cc1	-4.8	-0.2	-3.4	-0.9
CCn1nc(C)cc1C(=O)N1CCCC(C(=O)Nc2ccc(-c3ccco3)cc2)C1 (centres undefined)	17.3	0.0	-16.1	-0.6
Cc1nc2sc3c(c2c(=O)n1-n1cccc1)CCCCC3	7.1	0.1	-8.9	-0.8
COc1ccc(CCNC2CC(=O)N(CCc3ccccc3)C2=O)cc1 (centres undefined)	9.3	0.1	0.7	1.3
S=c1nc(-c2ccccc2)n(-c2ccc(Br)cc2)c2c1CCCC2	-2.7	0.0	5.0	-1.3
CCCCNC(=O)c1cc(S(=O)(=O)N2CCOCC2)ccc1F	-16.0	0.2	6.5	-0.7
Cc1cc(O)c(Br)c(C)c1NS(=O)(=O)c1cccc([N+](=O)[O-])c1	2.7	0.0	7.7	0.0
COc1ccc(C)cc1NC(=O)Cn1ccsc1=N	10.7	0.9	-10.7	0.0
CCOC(=O)C1CCC(CN(Cc2ccc(Cl)cc2)S(=O)(=O)c2ccc(F)c(C(=O)Nc3c(C)cccc3CC)c2)CC1 (centres undefined)	4.2	-0.1	5.0	-0.9
Cc1ccccc1-c1cn[nH]c1C1CCN(C(=O)CSc2ccccn2)CC1	-7.2	-0.1	-0.7	0.5
C=CCN(C(=O)CSC1=NC(=O)CN1C(C)=O)c1nc(C)c(-c2ccccc2)s1	5.3	-0.1	-25.6	-0.9
CN1C(=O)[C@H]2CN(Cc3cnn(-c4cccc(F)c4)c3)CCN2C(=O)[C@@H]1Cc1ccccc1	0.2	0.0	7.8	-0.8
CC1=C(C(=O)OC2CCCC2)C(c2ccccc2)C2=C(CC(C)(C)CC2=O)N1 (centres undefined)	6.2	0.4	-4.2	3.2
CCC1=NN2C(=N)/C(=C/c3ccc(-c4cccc(C(=O)O)c4)o3)C(=O)N=C2S1	15.9	-0.2	-3.7	-3.2
COc1ccccc1CNC(=O)c1cc2c(s1)CS(=O)(=O)C2	0.3	0.1	-6.5	0.3
CC(C)CN1C(=O)c2ccccc2N2C(=O)CCC12C(=O)O (centres undefined)	15.6	0.2	3.7	2.0
CCOc1ccc2nc(SCC(=O)c3ccc(Br)cc3)sc2c1	-14.6	-0.1	-6.8	0.3
Cc1ccc(NC(=O)N2CCN(c3cc(-n4ccnc4)ncn3)CC2)c(Cl)c1	12.2	0.3	-2.1	-0.4
NC(=O)CSc1nnnn1-c1ccccc1Cl	1.8	-0.1	-7.0	-1.0
O=C(c1ncoc1-c1cccs1)N1CCN(Cc2ccc3c(c2)OCO3)CC1	-12.7	0.0	-7.0	0.5
COC(=O)[C@@H]1CCCN1Cc1c(C(=O)N2CCCCCCC2)nc2ccc(Cl)cn12	3.2	-0.2	5.7	0.0
COc1cc(NC(=O)c2ccc(Cl)cc2)c(Cl)cc1N	19.5	0.2	8.7	-0.7
CC(=O)OC(COc1ccc(Br)cc1)Cn1cnc2ccccc21 (centres undefined)	0.6	-0.1	-17.1	0.8
Cc1nc2ccccc2nc1Nc1ccc(F)c(F)c1	-11.4	0.1	-2.5	0.8
COc1ccc(-c2ccc(=O)n(CC3CCN(S(C)(=O)=O)CC3)n2)cc1OC	13.3	0.2	-18.1	0.3
CN(C)S(=O)(=O)c1ccc(C(=O)/C=C/c2ccccc2Cl)cc1	-10.0	-0.4	-5.9	-1.8
CCSCCOC(=O)C1=C(C)NC2=C(C(=O)CCC2)C1c1ccc(SC)cc1 (centres undefined)	2.1	0.1	-3.2	-0.1
CCOC(=O)CN1CC23C=CC(O2)C(C(=O)Nc2ccc(F)cc2)C3C1=O (centres undefined)	1.4	-0.1	7.0	1.1
COc1ccc(Nc2ncnc3c2nc2n3CCCCC2)cc1OC	2.9	0.0	-13.6	2.1
CC(C)(C)SCCNC(=O)c1ccc(Cl)c([N+](=O)[O-])c1	-5.5	-0.2	8.9	0.8
CC[C@@H](Cn1nc(-c2ccc(F)c(F)c2)ccc1=O)NC(=O)C(C)(C)C	2.1	-0.1	-19.4	0.0
Oc1ccc(CCNc2cc(-c3ccc4[nH]ccc4c3)ncn2)cc1	24.5	0.9	-8.5	-1.4
COc1cc(/C=C2/C(=N)N3N=C(C4CCCCC4)SC3=NC2=O)ccc1OCCOc1cc(C)ccc1C	11.4	0.1	11.6	-0.6
CCc1nnc(NC(=O)CSc2nnc(-c3ccoc3C)n2CC)s1	14.4	0.0	-1.2	1.5
Cc1sc2nc(C3CCCN(C(=O)Cc4ccsc4)C3)[nH]c(=O)c2c1C (centres undefined)	0.6	-0.1	-0.6	0.0
Cc1cc(=O)oc2cc(NC(=S)NN3CCN(C)CC3)ccc12	17.9	0.3	2.3	-0.3
CC(=O)NC(Cc1ccc(C)cc1)C(=O)NC1CCN(c2ncccc2[N+](=O)[O-])CC1 (centres undefined)	-7.5	0.0	1.5	2.0
COc1ccc(N(CC(=O)Nc2cc([N+](=O)[O-])ccc2C)S(C)(=O)=O)cc1OC	3.3	0.0	1.0	-1.2
O=C(CSc1ncnc2sc(-c3ccccc3)cc12)N1CCCC1	7.5	-0.1	-14.3	-0.9
COCCN(CCOC)S(=O)(=O)c1ccc(C(=O)Nc2nc3ccc(Br)cc3s2)cc1	2.8	-0.2	5.2	-0.8
CN(C)c1ccc(-c2nc(-c3ccco3)cnc2N)cc1	13.8	-0.1	-1.7	-0.5
CCN(CC)CC(O)Cn1c2c(c3ccccc31)CCCC2=O (centres undefined)	1.2	0.2	-4.3	2.0
CC(=O)c1ccc(NC(=O)CSc2ncccc2C(=O)O)cc1	2.5	0.2	-42.8	-1.1
COc1cc(/C=C/C(=O)OCC(=O)NC(=O)NC(C)(C)C)ccc1OCC#N	5.9	-0.2	9.2	1.0
CCn1c(=O)cc(SCC(=O)N(C)Cc2ccccc2)c2ccccc21	11.4	0.1	-1.3	3.4
COc1ccccc1N1CCN(C(=O)c2c(Cl)cccc2Cl)CC1	-7.4	-0.5	-10.5	1.2
Going on with the list:
SMILES	MITF primary	FBW7 activator	TEAD-YAP block	GPR151 activ
O=C1NCCCC[C@@H]1NCc1cc2cc3c(cc2nc1-c1ccc(F)cc1)OCO3	16.1	0.4	-0.3	-1.3
Cn1c(=O)oc2cc(S(=O)(=O)Nc3ccc(O)cc3)ccc21	12.3	-0.1	4.0	-0.3
Cc1ccn(CCC(=O)N2CCC(c3ccnc(-c4ccccc4)n3)CC2)n1	-13.8	0.1	-3.6	2.4
CCOc1ccc2nc(NC3=NCN(CCc4ccccc4)CN3)nc(C)c2c1	11.0	0.1	14.3	0.2
CCOc1ccc(NC(=O)CSc2nc3[nH]ncc3c(=O)n2-c2cccc3ccccc23)cc1	7.6	0.0	17.9	2.5
O=C(c1ccc(S(=O)(=O)N2CCCC2)cc1)N1CCC(CN2C(=O)c3cccc4cccc(c34)C2=O)CC1	0.5	-0.2	16.6	0.2
COc1ccccc1NC(=O)CNC(=O)c1ccccc1F	11.9	-0.4	-1.9	1.4
CC(C)c1ccc(NC(=O)c2ccc(F)c(S(=O)(=O)N3CCc4ccccc4C3)c2)cc1	-4.3	-0.1	-2.3	-1.1
Cc1cccc2cc(CN(CC3CCCO3)S(=O)(=O)c3ccccc3)c3nnnn3c12 (centres undefined)	6.7	0.4	3.0	-0.5
CCCCn1c(NC(=O)Nc2cccc(C)c2)c2ccccc2nc1=O	9.8	0.0	0.4	0.1
CCOC(=O)C1=NN(c2ccc(C)cc2)C2C(=O)N(c3ccc(OCC)cc3)C(=O)C12 (centres undefined)	3.4	0.2	-0.1	1.0
O=C1CCC(=O)N1c1c(Cl)cccc1Cl	15.3	0.3	7.2	-2.1
CCOC(=O)c1sc2nc(SCc3cccc(F)c3)n(CCc3ccccc3)c(=O)c2c1C	-7.0	0.0	5.7	0.8
CN1CCCc2cc(CNC(=O)CCC3(Cc4ccc5c(c4)OCO5)CCC(=O)N3)ccc21 (centres undefined)	6.8	0.0	6.9	2.1
CCOCCCNC(=O)c1cc(Nc2ccccc2)nc2ccccc12	4.7	0.1	2.6	0.6
CCOC(=O)Cn1nc(-c2ccccc2)ccc1=O	4.5	0.2	3.9	1.0
CN1CCN(C(=O)c2ccc(-c3nc(NCc4nc5ccccc5[nH]4)c4ncn(Cc5ccc(C(F)(F)F)cc5)c4n3)cc2)CC1	0.3	0.5	-3.4	0.4
Cc1nc2c(c(=O)[nH]1)CCN(Cc1ccc(C)o1)C2	-0.7	0.1	-6.9	1.6
Cc1sc2nc(C3CC3)n(C3CCN(CC(=O)NC(C)C)CC3)c(=O)c2c1C	8.7	0.0	2.1	0.2
COc1ccccc1C1Nc2ccc(C)cc2C(OC(C)=O)C1(C)C (centres undefined)	6.1	0.0	1.9	1.4
Cc1cc(C(=O)COc2ccc(-c3nnco3)cc2)c(C)n1-c1ccccc1	12.4	0.1	-21.9	0.6
Cc1ccc(S(=O)(=O)n2nc(C)c(S(=O)(=O)N3CCCC3)c2C)cc1C	6.3	-0.1	-8.0	1.4

Arranged by SMILES length (high to low): part of the list above.
SMILES	MITF primary	FBW7 activator	TEAD-YAP block	GPR151 activ
CN1CCN(C(=O)c2ccc(-c3nc(NCc4nc5ccccc5[nH]4)c4ncn(Cc5ccc(C(F)(F)F)cc5)c4n3)cc2)CC1	0.3	0.5	-3.4	0.4
O=C(c1ccc(S(=O)(=O)N2CCCC2)cc1)N1CCC(CN2C(=O)c3cccc4cccc(c34)C2=O)CC1	0.5	-0.2	16.6	0.2
CC(C)c1ccc(NC(=O)c2ccc(F)c(S(=O)(=O)N3CCc4ccccc4C3)c2)cc1	-4.3	-0.1	-2.3	-1.1
CCOc1ccc(NC(=O)CSc2nc3[nH]ncc3c(=O)n2-c2cccc3ccccc23)cc1	7.6	0.0	17.9	2.5
CN1CCCc2cc(CNC(=O)CCC3(Cc4ccc5c(c4)OCO5)CCC(=O)N3)ccc21 (centres undefined)	6.8	0.0	6.9	2.1
CCOC(=O)c1sc2nc(SCc3cccc(F)c3)n(CCc3ccccc3)c(=O)c2c1C	-7.0	0.0	5.7	0.8
O=C1NCCCC[C@@H]1NCc1cc2cc3c(cc2nc1-c1ccc(F)cc1)OCO3	16.1	0.4	-0.3	-1.3
Cc1sc2nc(C3CC3)n(C3CCN(CC(=O)NC(C)C)CC3)c(=O)c2c1C	8.7	0.0	2.1	0.2
COc1cc(/C=C/C(=O)OCC(=O)NC(=O)NC(C)(C)C)ccc1OCC#N	5.9	-0.2	9.2	1.0
Cc1cc(C(=O)COc2ccc(-c3nnco3)cc2)c(C)n1-c1ccccc1	12.4	0.1	-21.9	0.6
Cc1ccn(CCC(=O)N2CCC(c3ccnc(-c4ccccc4)n3)CC2)n1	-13.8	0.1	-3.6	2.4
CCOc1ccc2nc(NC3=NCN(CCc4ccccc4)CN3)nc(C)c2c1	11.0	0.1	14.3	0.2
CCn1c(=O)cc(SCC(=O)N(C)Cc2ccccc2)c2ccccc21	11.4	0.1	-1.3	3.4
Cn1c(=O)oc2cc(S(=O)(=O)Nc3ccc(O)cc3)ccc21	12.3	-0.1	4.0	-0.3
CCCCn1c(NC(=O)Nc2cccc(C)c2)c2ccccc2nc1=O	9.8	0.0	0.4	0.1
COc1ccccc1N1CCN(C(=O)c2c(Cl)cccc2Cl)CC1	-7.4	-0.5	-10.5	1.2
CC(=O)c1ccc(NC(=O)CSc2ncccc2C(=O)O)cc1	2.5	0.2	-42.8	-1.1
CCOCCCNC(=O)c1cc(Nc2ccccc2)nc2ccccc12	4.7	0.1	2.6	0.6
COc1ccccc1NC(=O)CNC(=O)c1ccccc1F	11.9	-0.4	-1.9	1.4
CCOC(=O)Cn1nc(-c2ccccc2)ccc1=O	4.5	0.2	3.9	1.0
O=C1CCC(=O)N1c1c(Cl)cccc1Cl	15.3	0.3	7.2	-2.1
